hIAP activ – increases human intestinal alkaline phosphatase activity | P09923 | purified human IAP, CDP-Star luminescence, 30 min; hits give high values; 1 = vehicle-only enzyme, 0 = enzyme-free background | activation factor at 10 µM | 330,000 compounds, 0.16% hits;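 active = activation factor of the enzyme at least 2-fold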; note: the source names both 10 and 20 µM as test concentration; values of inactives mirror those of a sister screen read the other way
Target sequence (P09923 whole entry, looked up): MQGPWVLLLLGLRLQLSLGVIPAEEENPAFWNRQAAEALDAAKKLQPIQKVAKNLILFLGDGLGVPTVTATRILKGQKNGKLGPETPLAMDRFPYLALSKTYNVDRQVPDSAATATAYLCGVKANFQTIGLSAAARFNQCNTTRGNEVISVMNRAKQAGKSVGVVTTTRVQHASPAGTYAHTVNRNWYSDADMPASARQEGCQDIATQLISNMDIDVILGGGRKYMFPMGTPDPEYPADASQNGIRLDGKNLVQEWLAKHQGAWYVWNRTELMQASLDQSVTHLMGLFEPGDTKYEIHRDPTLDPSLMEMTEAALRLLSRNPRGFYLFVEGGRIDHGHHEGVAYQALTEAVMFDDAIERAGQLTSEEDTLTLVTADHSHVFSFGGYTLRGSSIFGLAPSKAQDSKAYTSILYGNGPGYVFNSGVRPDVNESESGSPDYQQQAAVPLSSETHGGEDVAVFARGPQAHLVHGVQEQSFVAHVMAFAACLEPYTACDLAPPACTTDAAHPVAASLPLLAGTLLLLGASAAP
hIAP block – blocks human intestinal alkaline phosphatase; purified IAP, CDP-Star luminescence, 30 min; inhibition, % at 10 µM; 330,000 compounds, 0.12% hits; AID 2544;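 active = inhibition reaching a set limit with compound at 10 µM in the primary screen, cut at about 35% in these data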;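 note: plate controls were DMSO wells with enzyme for no effect and no-enzyme buffer wells for full effect; values of inactives mirror those of a sister screen read the other way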
MIN6 prolif – inducers of beta-cell replication in MIN6 cells. 330,000 compounds, 0.29% hits. proliferation, % at 10 µM. MIN6 cells proliferation, ATPlite luminescence, 48 h; cells starved in 0.2% serum; 100% = growth in 10% serum;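 active = compounds whose signal lies at least 3.5 SD above the mean of all wells on their plate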;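 note: 0% = DMSO-treated cells in low-serum medium and 100% = 10% serum control; some compounds called inactive have numbers as strong as hits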
mIAP act – mouse IAP activation; muIAP, CDP-Star luminescence, 30 min; hits give high values; 1 = vehicle-only enzyme signal, 0 = enzyme-free wells; activation factor at 10 µM; 330,000 compounds, 0.24% hits; AID 2805;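 active = activation factor of at least 2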; note: the source names both 10 and 20 µM as test concentration; values of inactives mirror those of a sister screen read the other way
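System: Mouse IAP enzyme | Also added: CDP-Star substrate | Dosing: Compounds dispensed in DMSO | Schedule: 30 min enzyme-substrate-compound incubation at room temperature | Technique: Chemiluminescence readout | Control set: DMSO-only wells and no-enzyme negative control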
mIAP block – mouse IAP inhibition; AID 2806; purified mouse IAP, CDP-Star luminescence, 30 min; 330,000 compounds, 0.2% hits; inhibition, % at 10 µM;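 active = inhibition of at least 40% at 10 µM in the primary screen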;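 note: plate controls were DMSO with enzyme for no effect and no enzyme wells for full effect; values of inactives mirror those of a sister screen read the other way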
GRIN3A LBD mod – modulates the human NR3A ligand-binding domain. NR3A LBD differential scanning fluorimetry, Tm shift; 0% = protein alone, 100% = glycine-bound protein. Tm shift relative to glycine control, % at 25 µM. 340,000 compounds, 2.5% hits;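 active = melting temperature shift of at least 10% of the positive control shift, at one fixed dose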
A3A deaminase – blocks human APOBEC3A ssDNA deamination | P31941 | recombinant A3A, FAM/TAMRA ssDNA deamination fluorescence | inhibition, % at 20 µM | 330,000 compounds, 0.41% hits | AID 493011;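 active = at least 40% inhibition at 20 µM here, with at most 30% in a related deaminase screen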;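 note: plate controls were A3A with DMSO for no effect and wells lacking A3A enzyme for full effect; some results filed as inactive read as strong as hits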
Target sequence (P31941 whole entry, looked up): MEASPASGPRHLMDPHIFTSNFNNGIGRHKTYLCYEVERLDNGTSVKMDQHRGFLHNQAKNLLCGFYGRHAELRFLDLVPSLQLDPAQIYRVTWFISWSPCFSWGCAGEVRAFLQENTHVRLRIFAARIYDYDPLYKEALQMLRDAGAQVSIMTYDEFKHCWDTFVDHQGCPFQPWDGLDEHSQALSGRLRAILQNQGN
MPTP block – inhibitors of mitochondrial permeability transition pore; AID 602449; inhibition, % at 10 µM; 360,000 compounds, 1.4% hits; isolated mouse mitochondria, Ca2+ swelling absorbance, 30 min;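 active = inhibition of 50% or more, scaled per plate between neutral and stimulator controls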;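 note: 0% = DMSO wells given calcium and 100% = 1 mM EGTA wells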
APOBEC3G inh – inhibitors of human APOBEC3G DNA deaminase; 330,000 compounds, 0.28% hits; inhibition, % at 20 µM; AID 493012; recombinant A3G, ssDNA deamination FAM/TAMRA fluorescence; Q9HC16;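 active = inhibition of at least 40% at 20 µM, with no more than 30% in the related APOBEC3A deaminase screen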;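 note: plate controls were DMSO wells with A3G for no effect and wells lacking A3G enzyme for full effect; some compounds called inactive have numbers as strong as hits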
Target sequence (Q9HC16 whole entry, looked up): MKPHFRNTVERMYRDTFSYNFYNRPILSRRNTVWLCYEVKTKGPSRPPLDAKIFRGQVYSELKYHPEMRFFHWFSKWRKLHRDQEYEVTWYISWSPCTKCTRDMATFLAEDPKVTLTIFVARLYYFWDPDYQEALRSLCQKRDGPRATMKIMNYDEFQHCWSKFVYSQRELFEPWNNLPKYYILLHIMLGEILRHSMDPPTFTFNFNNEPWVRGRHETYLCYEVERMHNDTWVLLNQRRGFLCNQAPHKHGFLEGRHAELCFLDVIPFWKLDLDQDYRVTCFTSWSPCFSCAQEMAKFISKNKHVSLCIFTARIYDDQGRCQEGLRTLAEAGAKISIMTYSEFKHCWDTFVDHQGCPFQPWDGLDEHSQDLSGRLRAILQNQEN
An asterisk follows results filed as active; · = not tested or not shown.

SMILES | hIAP activ | hIAP block | MIN6 prolif | mIAP act | mIAP block | GRIN3A LBD mod | A3A deaminase | MPTP block | APOBEC3G inh
CSc1ccc(CN(C)C(=O)C(c2ccccc2)c2ccccc2)cc1 | 1.1 | -7 | -7 | 0.99 | 1 | -1 | -5 | 0.1 | -8
O=C(O)Cc1ccc(C(=O)c2cccs2)s1 | 1 | -4 | 1 | 0.65 | 35 | 0 | -2 | -0.2 | -6
O=C(Oc1cc2oc(=O)cc(-c3ccccc3)c2cc1Cl)C1CCCCC1 | 1.1 | -6 | 4 | 0.9 | 10 | -32 | 0 | -3.2 | -3
CC1Oc2ccccc2N(CC(=O)NC2CC2)C1=O (stereo unspecified) | 1.1 | -9 | 3 | 0.99 | 1 | 0 | 1 | -0.4 | -3
Cc1ccc(NC(=O)CSc2nnc(C)c(=O)n2N)cc1Cl | 1.2 | -16 | 3 | 0.94 | 6 | 2 | -7 | 0.1 | -8
O=C(O)c1cccc(N/N=C/c2cccc3ccccc23)c1 | 0.89 | 11 | -2 | 0.94 | 6 | -2 | 1 | -0.2 | -4
COc1cccc(C2c3[nH]c4ccccc4c3C[C@H]3C(=O)N(c4ccccc4C(=O)N4CCC(C(=O)O)CC4)C(=O)N23)c1 (stereo partly specified) | 0.89 | 12 | 1 | 1 | -1 | -2 | -3 | 0.5 | -10
COC(=O)c1c(-c2ccc(C(C)(C)C)cc2)csc1NC(=O)C1C2CCC(O2)C1C(=O)O (stereo unspecified) | 0.95 | 5 | -5 | 0.96 | 4 | -1 | 0 | 1.8 | 58*
CCOC(=O)N1CCN(c2c(F)cc3[nH]c(=S)[nH]c3c2Br)CC1 | 1.2 | -16 | -3 | 0.97 | 3 | -3 | -1 | -2.2 | -2
Cc1nnc(N2CCOCC2)c2nn(-c3cccc(Cl)c3)c(C)c12 | 0.93 | 7 | 0 | 0.91 | 9 | -1 | 4 | -0.4 | -2
COc1ccc(C(=O)COC(=O)Cn2nnc3ccccc32)cc1Br | 0.94 | 6 | 0 | 1 | 0 | -9 | 0 | -0.6 | -5
COc1ccccc1NC(=O)c1ccc(S(=O)(=O)N2CCC(C)CC2)cc1 | 1 | -5 | 1 | 1.1 | -5 | -1 | -4 | 1.0 | -8
CC(=O)Oc1ccccc1/C=C/c1nc2ccccc2c(=O)o1 | 1.1 | -12 | -6 | 0.99 | 1 | 1 | 1 | 4.0 | -2
O=C1c2ccccc2S(=O)(=O)c2cc(C(=O)N3CCN(C(=O)c4ccccc4)CC3)ccc21 | 0.95 | 5 | -2 | 1.1 | -12 | -1 | -7 | -1.2 | -13
COC(=O)Nc1nnc(CC(=O)Nc2ccccc2C)s1 | 0.97 | 3 | 3 | 1 | -1 | -1 | 1 | 12 | 2
Cn1c(-c2csc(-c3ccccc3)n2)n[nH]c1=S | 0.97 | 3 | -2 | 0.95 | 5 | 4 | 0 | 1.4 | 45*
COc1ccc(CCN2CCCn3c2nc2c3c(=O)n(CC(N)=O)c(=O)n2C)cc1OC | 1.1 | -7 | 0 | 1 | -4 | 0 | -6 | 0.9 | -5
CCCN1C2=C(C(=O)CC(C)(C)C2)C(c2ccc(F)cc2)C2=C1c1ccccc1C2=O (stereo unspecified) | 0.89 | 11 | -4 | 0.93 | 7 | -10 | 3 | 0.4 | 1
Fc1ccccc1-c1nnc2c3ccccc3nc(N3CCOCC3)n12 | 1 | 0 | 5 | 1.1 | -5 | 0 | 0 | -0.2 | -1
O=C(COc1ccc(Cl)cc1)Nc1cccc(-c2ccc(N3CCOCC3)nn2)c1 | 0.96 | 4 | -5 | 1 | -2 | -5 | -4 | 0.6 | -9
Nc1nc(/C=C/c2ccc(F)cc2)nc(-c2ccccc2O)n1 | 0.98 | 2 | 0 | 0.86 | 14 | 16* | 1 | 1.8 | -1
O=C(Nc1ccc(Br)cc1)Nc1ccccc1Cl | 1.1 | -9 | -7 | 2* | -100 | 21* | -2 | 78* | -6
CC(=O)c1ccc(NC(=S)N2CCC(Cc3ccccc3)CC2)cc1 | 1.2 | -19 | -3 | 0.99 | 1 | -1 | -4 | 61* | -9
CC1CCCCN1C(=O)CSc1nnc(-c2ccccc2F)o1 (stereo unspecified) | 1 | 0 | 2 | 0.96 | 4 | -1 | -3 | -0.2 | -7
Cc1ccnc(NC(=O)CCCOc2ccc(Cl)cc2C)c1 | 1.1 | -12 | 1 | 1 | 0 | · | 0 | · | -2

Later entries
SMILES | hIAP activ | hIAP block | MIN6 prolif | mIAP act | mIAP block | GRIN3A LBD mod | A3A deaminase | MPTP block | APOBEC3G inh
CCN(CC)S(=O)(=O)c1ccc(N2CCOCC2)c(NC(=O)c2ccc(=O)[nH]c2)c1 | 1.2 | -24 | -2 | 1 | -4 | 1 | -2 | -1.3 | -3
COc1ccccc1NC(=O)COc1ccc(CO)cc1Cl | 0.87 | 13 | -4 | 1 | -1 | 11* | 1 | 0.8 | 0
CCOC(=O)CSC1=C(C#N)C(c2ccc(Cl)cc2)C(C(=O)OC)C(=O)N1 (stereo unspecified) | 1.1 | -7 | -3 | 1.1 | -6 | 2 | -5 | 0.7 | -3
CN(C(=O)NC(=O)C1=C(N2CCOCC2)/C(=C/c2ccccc2)CC1)S(C)(=O)=O | 1 | -3 | -4 | 0.98 | 2 | · | -2 | 1.6 | -1
Cc1ccc(S(=O)(=O)Cc2ccc(C(=O)NCCCN3CCCC3=O)o2)cc1 | 0.84 | 16 | -4 | 1.1 | -5 | -2 | 0 | -0.1 | 2
CC(C)NCC(O)COCCOc1ccc(C(C)(C)C)cc1 (stereo unspecified) | 0.91 | 9 | -1 | 0.93 | 7 | 1 | 4 | 1.8 | 0
CCCCOc1ccc(/C(O)=C(\C#N)c2nc3ccccc3[nH]2)cc1 | 1.3 | -32 | -5 | 0.99 | 0 | 2 | 0 | 0.2 | -3
CCC(CC)C(=O)Nc1nc(-c2ccc3c(c2)CCN3C(=O)C2CC2)c(C)s1 | 1 | -4 | -2 | 1.1 | -6 | -2 | -12 | 1.4 | -5
COC(=O)c1cc2nc(-c3ccc(OC)cc3)cc(C(F)(F)F)n2n1 | 1.2 | -16 | -1 | 1.1 | -11 | 4 | 0 | 5.6 | -3
COc1ccc(/C(C)=N\NC(=O)c2ccc3c(c2)OCO3)cc1OC | 0.96 | 4 | 0 | 1 | -1 | · | 1 | · | -5
COc1cc(OC)cc(-c2c(-c3cccs3)c3cc(-c4ccc5[nH]ccc5c4)ccc3n2C)c1 | 0.99 | 0 | -7 | 1 | -1 | 4 | -4 | -0.7 | -9
O=C1/C(=C\Nc2ccc(Cl)cc2)CCN1c1ncccn1 | 0.86 | 14 | 0 | 0.99 | 1 | -3 | -4 | -0.8 | -9
CC(C)CNC(C(=O)Nc1ccc([N+](=O)[O-])cc1Br)c1ccccc1 (stereo unspecified) | 0.94 | 6 | -5 | 0.92 | 8 | -1 | 2 | 2.9 | -3
NS(=O)(=O)c1ccc(NC(=S)NNC(=O)c2ccc(Br)o2)cc1 | 1.5 | -46 | -2 | 0.73 | 27 | -6 | -4 | -0.8 | -5
CC(CN1CCN(C)CC1)OC(=O)c1ccc(Cl)cc1Cl (stereo unspecified) | 0.93 | 7 | -4 | 0.96 | 4 | 0 | -3 | 3.4 | -4
CCn1cc(C(=O)NCc2ccccn2)c(=O)c2cc(F)c(N3CCN(C)CC3)cc21 | 0.87 | 13 | 0 | 1.1 | -6 | 0 | -1 | 0.4 | 16
CCOC(=O)C1=C(C)N(Cc2ccc(C(=O)O)cc2)C(=O)NC1c1ccc([N+](=O)[O-])cc1 (stereo unspecified) | 0.83 | 17 | -1 | 1 | -2 | 0 | -6 | 1.1 | -7
Cc1nc([N+](=O)[O-])cn1C(C)C | 1.1 | -8 | 4 | 0.97 | 3 | 2 | -3 | 0.8 | -8
CC1CCC(C(C)C)C(=O)/C1=C\c1ccc(NC(=O)CCC(=O)O)cc1 (stereo unspecified) | 0.98 | 2 | 1 | 0.94 | 6 | 0 | -1 | 2.5 | -6
CCOC(=O)CN/C=C(\C#N)c1ccc(F)cc1 | 1.1 | -9 | 1 | 1.1 | -14 | 0 | -7 | -0.7 | -10
Cc1ccc(SCC(=O)c2sc(-c3ccccc3)nc2C)cc1 | 0.94 | 6 | -2 | 0.91 | 9 | 0 | -1 | 0.4 | -9
COc1ccc(Cl)cc1NC(=O)CCn1c(=O)oc2ccccc21 | 0.92 | 8 | 3 | 0.97 | 3 | -4 | -1 | 0.4 | -3
COc1ccc(-c2nc(S(=O)(=O)c3ccccc3)c(N3CCOCC3)o2)cc1 | 1.3 | -34 | -4 | 0.9 | 10 | -1 | -2 | 1.4 | -5
O=C1CCC/C(=N/NC(=O)c2cc(NS(=O)(=O)c3cccs3)cc(NS(=O)(=O)c3cccs3)c2)C1 | 1.2 | -19 | 1 | 0.67 | 34 | -4 | 4 | -0.4 | 1
CC(=O)C1=NN(c2ccccc2)C2(S1)S/C(=C\c1ccccc1)C(=O)N2c1ccccc1 (stereo unspecified) | 0.92 | 8 | 0 | 0.92 | 8 | 0 | 12 | 0.3 | -3

(next part)
SMILES | hIAP activ | hIAP block | MIN6 prolif | mIAP act | mIAP block | GRIN3A LBD mod | A3A deaminase | MPTP block | APOBEC3G inh
CC(C)(C)c1cc(C(=O)NCCN2CCCC2)cc(C(C)(C)C)c1 | 0.94 | 6 | -3 | 1.1 | -5 | -2 | -4 | -2.2 | -4
Cc1ccc(NC(=O)CCn2nc(C)cc2C)cc1 | 1.1 | -7 | -2 | 0.98 | 2 | 1 | -5 | -1.9 | -5
Cc1ccc(S(=O)(=O)N2CCC(C(=O)NCC3CCCCC3)CC2)cc1 | 0.91 | 9 | -2 | 1.1 | -7 | 2 | -1 | 0.5 | -8
CNc1sc(C(=O)c2cccs2)c(N)c1-c1nc2ccccc2s1 | 1.4 | -40 | -7 | 0.89 | 12 | 2 | -2 | 3.2 | 3
O=C(CNC(=O)c1n[nH]c2ccccc12)Nc1ccc(F)c(F)c1F | 1.1 | -6 | -4 | 1 | -3 | 0 | 5 | 0.0 | 0
O=C(COC(=O)/C=C/c1ccco1)NCc1ccccc1Cl | 1.1 | -6 | 1 | 0.97 | 3 | -2 | -2 | 1.6 | -4
CNS(=O)(=O)c1ccc(C(=O)NCC(=O)NC(C)c2cccs2)cc1 (stereo unspecified) | 1.1 | -11 | 4 | 1.1 | -11 | 0 | 0 | -2.5 | -4
COc1ccc(COC(=O)c2ccc3c(=O)n4c(nc3c2)CCC4)cc1F | 1.2 | -16 | -2 | 1 | 0 | · | 3 | · | -3
CCc1noc(C)c1C(=O)N(C)CC(=O)Nc1cccc(OC)c1 | 0.94 | 6 | -4 | 1.1 | -7 | -1 | 0 | -2.1 | 0
COc1ccc(OC)c(C(=O)NC(CC(N)=O)c2ccc(NCCOc3ccccc3)c([N+](=O)[O-])c2)c1 (stereo unspecified) | 0.99 | 1 | -5 | 0.98 | 2 | -18 | -5 | 0.4 | -7
CS(=O)(=O)c1nc(S(=O)(=O)c2ccc(Cl)cc2)c(N2CCCCC2)s1 | 0.93 | 7 | 5 | 1 | 0 | 2 | -5 | -1.3 | -6

Only hIAP block, mIAP act and APOBEC3G inh, for three of the compounds above:
SMILES	hIAP block	mIAP act	APOBEC3G inh
CSc1ccc(CN(C)C(=O)C(c2ccccc2)c2ccccc2)cc1	-7	0.99	-8
COc1cccc(C2c3[nH]c4ccccc4c3C[C@H]3C(=O)N(c4ccccc4C(=O)N4CCC(C(=O)O)CC4)C(=O)N23)c1 (stereo partly specified)	12	1	-10
CCCN1C2=C(C(=O)CC(C)(C)C2)C(c2ccc(F)cc2)C2=C1c1ccccc1C2=O (stereo unspecified)	11	0.93	1

Assay outcomes (PubChem BioAssay)
